4MU fluor: compounds fluorescent in 4-MU spectral region; AID 589; compound autofluorescence, 340/450 nm, 4-MU equivalents; hits give high values; 59,000 tested, 11% active; max dye-equivalent concentration, M; in the data active = max dye-equivalent concentration above about 10 nM; inconclusive = mostly about 1.1 nM to 9.6 nM
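Compounds in 100 mM Tris, pH 8.0, incubated 15 min at room temperature, then fluorescence read at 340 nm excitation/450 nm emission. Signal converted to 4-MU dye-equivalent concentration using an on-plate six-point 4-MU standard curve.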
Fluorescein fluor: compound autofluorescence in fluorescein spectral region | max fluorescein-equivalent concentration, M | 59,000 tested, 0.91% active | Compound autofluorescence, 480/540 nm, fluorescein-equivalent; hits give high values; in the data active = max fluorescein-equivalent concentration above about 10 nM; inconclusive = between about 1.1 nM and that limit
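Autofluorescence profiling; 100 mM Tris, pH 8.0; incubation 15 min at RT; ex/em 480/540 nm; result as fluorescein-equivalent concentration.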
A350 fluor: compound fluoresces in the Alexa 350 spectral region; Compound autofluorescence, 340/450 nm, Alexa 350 dye-equivalents; hits give high values; 59,000 tested, 11% active; max dye-equivalent concentration, M; AID 590; in the data active = max dye-equivalent concentration above about 10 nM; inconclusive = mostly about 1.1 nM to 9.6 nM
Ub-GFP proteasome: ubiquitin-GFP accumulation via proteasome inhibition. Potency, µM (highest dose often 45.9 µM), without a hit: top-dose activation (GFP accumulation), actives largely listed as activators. 67,000 tested, under 10 active. Ubiquitin-GFP reporter cells, proteasome inhibition, GFP fluorescence; response scale: untreated = 0%, 10 µM MG-132 = 100%; active = well fitted activation curve with a large enough effect, not every such curve was filed as active; inconclusive = small, poorly fitted or top-dose-only effect, or another doubt; inactive = no such curve, though single readings can be large or run the other way; also: potency is read from the fitted curve at half-maximal effect
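Proteasome blockade was scored as a rise in GFP-expressing U2OS cells carrying a ubiquitin(G76V)-GFP construct, imaged after 4 hr compound treatment at 37 °C across a 46 uM–2.9 nM series.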
Casp7 inh: caspase-7 (human) inhibition, allosteric or competitive; P55210; Potency, µM (titrated, usually from 57.5 µM), for the others: top-dose activity change, negative = inhibition, actives largely listed as inhibitors; recombinant caspase-7, Ac-DEVD-AFC fluorescence rate; AID 889; 75,000 tested, 0.02% active; active = well fitted inhibition curve with a large enough effect in the main read-out, with a control signal flat, not every such curve was filed as active; inconclusive = small, poorly fitted or top-dose-only effect, or a change in a side signal; also: potency is read from the fitted curve at half-maximal effect; % of control where 0% means no effect
Target sequence (P55210 24-198 limits assumed): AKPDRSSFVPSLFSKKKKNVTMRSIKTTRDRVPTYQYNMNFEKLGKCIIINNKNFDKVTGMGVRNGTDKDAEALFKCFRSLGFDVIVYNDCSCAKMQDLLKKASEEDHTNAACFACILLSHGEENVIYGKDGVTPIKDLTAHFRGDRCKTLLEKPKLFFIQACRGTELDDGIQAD
Target sequence (P55210 207-303 limits assumed): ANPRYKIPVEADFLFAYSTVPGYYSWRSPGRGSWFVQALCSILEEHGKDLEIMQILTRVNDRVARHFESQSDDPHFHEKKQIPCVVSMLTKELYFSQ
BRCT inh red: disrupts BRCA1 BRCT binding to phosphoprotein, red fluorophore readout; P38398; BRCT-phosphopeptide binding, red fluorescence polarization; Potency, µM (highest dose often 76.9 µM), for the others: at the top dose activity change, negative = inhibition, most hits filed as inhibitors; 75,000 tested, 0.03% active; AID 892; also: % is scaled to controls: 0 for no effect and ±100 for the full control effect
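Rhodamine-labelled pBACH1 10-mer (100 nM) bound to BRCT domain (100 nM) at pH 7.3; compounds incubated 12 min room temperature, polarization read. Free peptide defines full inhibition; unlabelled decapeptide titrated as control.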
USP2a inhib: blocks human ubiquitin-specific protease USP2a | O75604 | USP2a enzymatic assay, qHTS inhibition | Potency, µM (highest dose often 38.3 µM), without a hit: top-dose activity change, negative = inhibition, hits mostly inhibitors | 60,000 tested, 0.1% active;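 also: potency is read from the fitted curve at half-maximal effect; nearly all actives have a fitted effect of over 60% in size; plate controls were DMSO for no effect and NEM full inhibition control for full effect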
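20 nM USP2 core + cpd, 30 min RT; add 20 nM Ub-PLA2/20 uM NBD C6-HPC; read Ex460/Em535 at 0 h and 2.5 h. Normalized to NEM; qHTS curve fit/classification.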
BRCT inh green: inhibitors of human BRCA1 BRCT-phosphoprotein interaction (green fluorophore); P38398; Potency, µM (highest dose often 76.9 µM), for inactives: at the top dose activity change, negative = inhibition, most hits filed as inhibitors; AID 875; 75,000 tested, 0.05% active; BRCA1 BRCT-phosphopeptide binding, green fluorescence polarization;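 also: potency is read from the fitted curve at half-maximal effect; plate controls were peptide without protein for full effect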
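Fluorescence polarization: His-tagged BRCT (~35 kDa BRCA1 C-terminus, 250 nM) bound to 100 nM fluorescein-labeled phosphorylated 10-aa BACH1 peptide, pH 7.3 phosphate buffer with DTT and Tween 20. Compounds incubated 12 min at room temperature; inhibition read as lowered polarization.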
Epigenetic mod: epigenetic GFP locus derepression in mouse cells | Potency, µM (series often up to 46.1 µM), without a hit: at the highest dose GFP derepression (activation) | mouse C127i GFP locus derepression, cytometry, 30 h | 68,000 tested, 0.09% active | AID 597; also: % of control where 0% means no effect
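Locus derepression in mouse mammary C127i cells whose integrated CMV-GFP reporter is normally silent; GFP expression after 30 h compound treatment was quantified by counting fluorescent cells.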
HEK293 cAMP cs: counter-screen for TSHR agonists: cAMP increase in parental HEK293 | 73,000 tested, 2.5% active | Potency, µM (top dose mostly 57.1 µM), without a hit: at the top dose activation, usual class: activators | parental HEK293 CNG cAMP sensor, membrane potential fluorescence; also: potency is read from the fitted curve at half-maximal effect; % of control where 0% means no effect; nearly all actives have a fitted effect of over 55% in size
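Parental HEK 293 cells stably expressing a modified CNG channel (no TSHR) report cAMP rise as membrane depolarization. Membrane potential dye with 100 uM RO 20-1724 was loaded for 60 min at room temperature, then compound added for 30 min; fluorescence read at 590 nm.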
Casp1 inh: blocks human caspase-1 allosterically or competitively. P29466. Caspase-1 enzyme, Ac-WEHD-AFC fluorogenic rate. Potency, µM (highest dose often 57.5 µM), for the others: at the highest dose activity change, negative = inhibition, most hits filed as inhibitors. 75,000 tested, 0.03% active. AID 900;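 also: potency is read from the fitted curve at half-maximal effect; plate controls were vehicle for no effect and no substrate for full effect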
Target sequence (P29466 120-297 limits assumed): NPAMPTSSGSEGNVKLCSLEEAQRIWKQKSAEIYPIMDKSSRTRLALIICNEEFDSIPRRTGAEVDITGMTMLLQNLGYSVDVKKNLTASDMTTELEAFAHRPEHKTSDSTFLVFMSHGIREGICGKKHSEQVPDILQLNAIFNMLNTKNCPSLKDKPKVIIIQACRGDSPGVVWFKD
Target sequence (P29466 317-404 limits assumed): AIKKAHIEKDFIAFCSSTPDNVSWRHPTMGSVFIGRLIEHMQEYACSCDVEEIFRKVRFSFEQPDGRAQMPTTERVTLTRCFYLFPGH
Starred values were filed as active, the others as inactive; i = inactive; u = inconclusive; x = not tested or not shown; [ ] = another dose, or the depositor's remark. Unless noted, calls follow the shape of the dose curve; as a rule, active = well fitted curve in the direction sought with a large enough effect; inconclusive = small, poorly fitted or top-dose-only effect, or another doubt; inactive = no such curve, though single readings can be large; an effect the other way counts as inactive or inconclusive.

Sample of the layout:
SMILES	4MU fluor	Fluorescein fluor	A350 fluor	Ub-GFP proteasome	Casp7 inh	BRCT inh red	USP2a inhib	BRCT inh green	Epigenetic mod	HEK293 cAMP cs	Casp1 inh
Cc1ccc(NCc2nnc(SCC(=O)NCc3ccco3)n2CC2CCCO2)c(C)c1 (stereo not drawn)	i	i	i	-1%	6%	2.4%	4%	-0.8%	0%	6%	-1%
CCOC(=O)c1cn(CC(=O)Nc2ccc(C(C)C)cc2)nn1	i	u	i	3%	-3%	-3.8%	5%	-8.5%	0%	u	1%

The list itself (from the top)
SMILES	4MU fluor	Fluorescein fluor	A350 fluor	Ub-GFP proteasome	Casp7 inh	BRCT inh red	USP2a inhib	BRCT inh green	Epigenetic mod	HEK293 cAMP cs	Casp1 inh
Cc1ccc(NCc2nnc(SCC(=O)NCc3ccco3)n2CC2CCCO2)c(C)c1 (stereo not drawn)	i	i	i	-1%	6%	2.4%	4%	-0.8%	0%	6%	-1%
CCOC(=O)c1cn(CC(=O)Nc2ccc(C(C)C)cc2)nn1	i	u	i	3%	-3%	-3.8%	5%	-8.5%	0%	u	1%
Cc1ccccc1OCC(O)Cn1c(NCCN(C)C)nc2c1c(=O)n(C)c(=O)n2C (stereo not drawn)	x	x	x	25%	-1%	-0.8%	x	-2.2%	2%	-3%	1%
CCOCCCn1c(=S)[nH]c2cc(C(=O)NCCOC)ccc2c1=O	i	u	i	7%	-2%	0.2%	4%	-1.9%	-3%	u	0%
Cc1ccc(CNC(=O)c2cn(C3CCCC3)c(=O)c3c2c2ccccc2n3C)o1	5.4e-08M*	i	4.7e-08M*	-12%	-6%	-0.4%	30%	-2.8%	1%	24%	-6%
C=CCSCC1Nc2cc(Cl)c(S(N)(=O)=O)cc2S(=O)(=O)N1 (stereo not drawn)	x	x	x	x	-1%	-2.1%	8%	-0.5%[3.08 µM]	x	x	1%
CCCCC(=O)Nc1cccc2c1C(=O)N(c1ccccc1)C2=O	x	x	x	-1%	-4%	-2.4%	-14%	-2.1%	8%	9%	-1%
CCc1c(C(=O)Nc2cc(C)ccc2OC)[nH]c(C)c1C(C)=O	i	i	i	11%	0%	0.9%	19%	-0.3%	0%	7%	0%
CSc1ccc(CNc2ccccn2)cc1	i	i	i	-3%	0%	-1.3%	1%	-1.9%	0%	u	1%
CCOC(=O)CSc1nnc(CNc2cccc(Cl)c2)n1-c1ccccc1	i	u	u	-2%	-1%	0.2%	10%	0.6%	0%	u	0%
Cc1ccc(Cn2nnc3c(=O)n(CC(=O)NCc4ccc5c(c4)OCO5)cnc32)cc1	i	i	i	-2%	-1%	-0.1%	-5%	-3.1%	0%	u	0%
CC(=O)c1ccc(N2CCN(C(=O)c3ccc(NC(=O)C4CCCO4)cc3)CC2)cc1 (stereo not drawn)	u	u	u	6%	-1%	0.0%	3%	0.6%	0%	2%	1%
O=C(Nc1ccc2ccccc2c1)[C@@H]1C[C@H]1[C@@H](NP(=O)(c1ccccc1)c1ccccc1)c1ccccc1	x	x	x	x	-2%	-1.6%	x	-1.8%	x	12%	-2%
COCCN1C(=O)c2ccccc2C(C(=O)NCCN(C)C)C1c1ccc(F)cc1 (stereo not drawn)	i	i	i	-5%	1%	-1.4%	1%	-1.4%	-1%	u	-1%
O=C(Cc1cccs1)Nn1c(Cc2cccs2)nc2ccccc2c1=O	i	i	i	2%	1%[0.00368 µM]	-1.1%	22%	0.8%	0%	-9%	-3%
Cc1ccc(NC(=O)c2nc[nH]c2C(=O)N2CCCCC2)c(C(=O)c2ccccc2)c1	i	i	i	-10%	0%	-0.8%	45%[activator]	0.2%	-1%	9%	-1%
C/C(=C\C(=O)Nc1cc(C)on1)c1ccccc1	i	i	i	-2%	0%	0.1%	1%	-2.9%	6%	1%	-2%
CCOCCCNC(=O)Cn1cc2c(n1)CCCCC2	x	x	x	-2%	-3%	0.8%	x	-4.8%	-3%	3%	3%
Cc1nc(NCc2ccco2)c(C#N)c2c1COC(C)(C)C2	1.4e-08M*	u	1.4e-08M*	7%	-12%	-0.7%	-4%	-0.3%	0%	u	-9%
COc1ccc(OCC(=O)Nc2ccc(N3CCOCC3)c(Cl)c2)cc1	i	i	i	6%	-3%	0.3%	5%	0.9%	0%	20%	0%
CC(=O)NC1(c2ccccc2)CCN(Cc2nnnn2C(C)(C)C)CC1	i	u	i	-2%	-1%	-1.9%	5%	-1.8%	-1%	2%	2%
CCN1CCN(Cc2c(C)[nH]c3ccc(OC)cc3c2=O)CC1	u	u	u	6%	1%	1.2%	-5%	0.1%	-1%	-11%	-4%
COC(=O)c1cccc(NC(=O)CSc2nnc(COc3ccc(C#N)cc3)n2-c2ccccc2)c1	i	i	i	0%	-2%	-0.7%	30%	1.3%	0%	17%	-4%
Cn1c(C(=O)NCCCN2CCOCC2)cc2c(=O)n(C)c3ccccc3c21	x	x	x	4%	-3%	-6.3%	x	5.5%	x	0%	-2%
CCOC(=O)c1sc(NC(C)=O)c(C(=O)OCC)c1C	u	i	1.2e-08M*	-4%	-2%	-0.7%	21%	-0.8%	-2%	19%	2%
Cc1c(N=c2c(=O)c3ccccc3c2=O)c(=O)n(-c2ccccc2)n1C	x	x	x	-14%	-5%	-0.3%	15%	-1.5%	0%	9%	-12%
Cc1cc(C)nc(Nc2ncc(O)n2-c2ccc(C)c(Cl)c2)n1	i	i	i	10%	-1%	-2.0%	-1%	0.3%	-2%	-4%	-2%
CCN1CCCC1CNC(=O)CSc1cc(=O)n(CC)c2ccccc12 (stereo not drawn)	i	i	i	1%	-3%	-1.1%	8%	0.2%	0%	4%	-2%
Cc1ccc(C)c(NC(=O)CCN2CC(C)OC(C)C2)c1 (stereo not drawn)	i	i	i	4%	1%	0.5%	10%	-0.4%	1%	2%	-1%
COc1ccc(Oc2ncc3ncc(=O)n(CCc4ccccc4)c3n2)cc1	i	u	i	-1%	0%	-0.6%	55%[activator]	1.4%	3%[9.22 µM]	u	1%
O=C(CSc1nnc(-c2ccccc2Br)o1)N1CCc2ccccc2C1	i	i	i	2%	-2%	0.1%	0%	-0.5%	-1%	u	-2%
COc1ccccc1CN1CCCC2(CCN(S(=O)(=O)c3ccccc3)CC2)C1	i	i	i	-1%	-5%	-0.8%	29%	-0.8%	5%[9.22 µM]	u	0%
Cc1ccnc(SCCn2c(N3CCOCC3)nc3c2c(=O)n(C)c(=O)n3C)n1	i	i	u	0%	1%	0.0%	-10%	-0.7%	0%	9%	3%
CCCN(CCC)S(=O)(=O)c1ccc(C(=O)NCc2ccc3c(c2)OCO3)cc1	x	x	x	4%	-2%	-2.8%	x	-1.1%	x	7%	-1%
COc1ccc(OCC(=O)Nc2ccc(S(=O)(=O)N3CCCCCC3)cc2)cc1	i	i	i	-3%	-2%	-0.3%	6%	-2.2%	3%	u	-7%
O=C(O)CCCCCNC(=O)c1ccncc1	i	i	i	1%	4%	-1.5%	1%	2.3%	1%	-1%	0%
COc1cc(OC)c2c(c1Cl)O[C@@]1(C2=O)[C@H](C)CC(=O)C[C@@H]1OC	1.4e-08M*	u	1.2e-08M*	7%[20.5 µM]	2%[25.7 µM]	1.3%[34.4 µM]	-6%[17.1 µM]	-0.3%[34.4 µM]	0%[20.6 µM]	-1%[25.6 µM]	4%[25.7 µM]
CCCCCCC(=O)Cc1cc(OC)c(OC)cc1C=C(C(=O)OCC)C(=O)OCC	x	x	x	x	1%[11.5 µM]	-0.5%[15.4 µM]	x	-2.9%[15.4 µM]	x	11%[11.4 µM]	-3%[11.5 µM]
CN1CCN(C(=O)c2cc(-c3cccc(Cl)c3)on2)CC1	u	i	u	-10%	-1%	0.4%	9%	-0.3%	6%	8%	-2%
COC(=O)n1c(=S)oc2cc(Cl)ccc21	i	i	i	x	-1%	0.1%	-5%	-1.2%	2%	-10%	-3%
CCN1CCN(Cc2ccc(NC(=O)Nc3ccccc3)cc2)CC1	x	x	x	0%	-1%	1.3%	x	-1.9%	3%	3%	-2%
O=C(Nc1ccccc1)N(CCN1CCOCC1)Cc1cccc(Cl)c1	i	i	i	-1%	-3%	-1.1%	5%	-1.5%	2%	u	0%
O=C(Nc1c(F)c(F)c(F)c(F)c1F)C1CCCCC1	x	x	x	0%	1%	-0.3%	1%	-0.7%	2%	u	-3%
O=C(O)Cc1nc2nc3c(c(=O)n2[nH]1)CCCC3	i	i	u	4%	-1%	0.2%	-3%	-0.8%	0%	-3%	-2%
CC(C)c1c(O)nc(SCCN(C)C)[nH]c1=O	i	i	i	-3%	1%	2.3%	6%	-2.9%	1%	3%	-1%
COC(=O)[C@H](C)NC(=O)C/C=C\[C@@H](C)CO	x	x	x	x	1%[11.5 µM]	3.0%[15.4 µM]	x	1.3%[15.4 µM]	x	-3%[11.4 µM]	0%[11.5 µM]
CC1CN(C(=O)c2ccc(C(=O)c3ccccc3)cc2)CC(C)O1 (stereo not drawn)	i	i	i	-1%	-1%	0.8%	3%	-2.3%	0%	11%	-2%
CCN(CC)S(=O)(=O)c1cc(C(=O)Nc2nncs2)c(Cl)cc1Cl	i	i	i	11%	1%	0.4%	4%	-0.9%	0%	9%	0%

An excerpt; the hit share may differ from the screen's.
